Source: PubChem BioAssay
ADAM10 inh: human ADAM10 inhibitors, primary screen, biochemical, QFRET, HTS. 370,000 tested, 0.62% active. recombinant ADAM10, EDANS/DABCYL FRET peptide cleavage, 3 h. Disintegrin and metalloproteinase domain-containing protein 10 (Homo sapiens), O14672. inhibition, % at 7 µM;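 active means inhibition above a per-campaign cutoff equal to the mean of compounds falling between control-based bounds plus 3 SD, cut at about 20% in these data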;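 further: 0% = DMSO wells while the 100% control is not disclosed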
hcDAF12 agonist: H. contortus DAF-12 nuclear receptor activators, primary screen, cell-based, luminescence, HEK293, lit1-tk-luc reporter; HEK293 hcDAF-12 lit1-tk-luc reporter; 0% DMSO, 100% Δ7-dafachronic acid; activation, % at 6.8 µM; 370,000 tested, 1.4% active;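 active means activation above the mean of all tested compounds plus 3 SD, cut at about 5.5% in these data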;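 further: 100% = response to 3 µM Δ7-dafachronic acid high control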
PLCg1 inh: PLC-gamma1 enzyme inhibitors, primary screen, biochemical, fluorescence, purified enzyme; fluorogenic substrate; inhibition, % at 12.2 µM; 370,000 tested, 0.84% active; in the data active means inhibition above about 9.5%
FXN GAA850 act: FXN promoter activators, primary screen, cell-based, luciferase luminescence, HEK293 lucGAA850 | HEK293 lucGAA850 FXN promoter luciferase reporter, 24 h; percent of 10 µM SAHA response | activation, % at 6 µM | 360,000 tested, 0.56% active | AID 540364, 2011;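 active means activation above the average of all compounds screened plus 3 SD, cutoff fixed separately per campaign, cut at about 7.5% in these data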;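 further: 0% = DMSO wells and 100% = 10 µM SAHA wells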
DAX1 inh-1: DAX1 (NR0B1) inhibitors on StAR promoter, primary screen, cell-based, luminescence, SF-1 (NR5A1), full-length DAX-1; 370,000 tested, 1.1% active; AID 652010, 2013; inhibition, % at 6.8 µM; HEK293T StAR-luciferase reporter, SF-1/DAX-1 repression relief;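 active means inhibition above the mean over all tested compounds plus 3 SD, cut at about 3.6% in these data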;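 further: 0% = DAX-1 cells with DMSO and 100% = cells lacking DAX-1 with DMSO; higher inhibition means more luminescence from relief of DAX-1 repression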
DAX1 inh-2: DAX1 (NR0B1) inhibitors, primary screen, cell-based, HEK293, Gal4-DAX1, luciferase luminescence; Nuclear receptor subfamily 0 group B member 1 (Homo sapiens), P51843; HEK293 Gal4-DAX1 luciferase reporter; inhibition, % at 6.75 µM; 340,000 tested, 0.99% active; AID 504766, 2011;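 active means inhibition above the mean over all tested compounds plus 3 SD, cut at about 4.2% in these data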;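 further: 0% = DAX1-transfected cells with DMSO and 100% = empty-vector control cells with DMSO; inhibition shows as a rise in luminescence from relieved DAX1 repression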
hgDAF12 agonist: H. glycines DAF-12 receptor agonists, primary screen, cell-based, luminescence, HEK293, GAL4 fusion, UAS-luciferase; activation, % at 6.8 µM; Nuclear hormone receptor DAF-12 (Heterodera glycines), GAL4 fusion; AID 687014, 2013; HEK293 GAL4-hgDAF12 UAS-luciferase reporter, agonist luminescence; normalized to butyrate control; 370,000 tested, 1.8% active;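 active means activation above a cutoff set at the mean of all screened compounds plus 3 SD, cut at about 10% in these data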;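 further: 0% = DMSO wells and 100% = sodium butyrate wells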
ADAM17 inh: ADAM17 inhibitors, primary screen, biochemical, QFRET; recombinant ADAM17, EDANS/DABCYL FRET peptide cleavage; Disintegrin and metalloproteinase domain-containing protein 17 (Homo sapiens), P78536; inhibition, % at 6.95 µM; 370,000 tested, 0.83% active;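 active means inhibition above the mean of compounds lying between control limits plus 3 SD, set per campaign, cut at about 8.5% in these data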;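 further: 0% = DMSO-only wells as the low control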
Target sequence (P78536 215-824 limits assumed): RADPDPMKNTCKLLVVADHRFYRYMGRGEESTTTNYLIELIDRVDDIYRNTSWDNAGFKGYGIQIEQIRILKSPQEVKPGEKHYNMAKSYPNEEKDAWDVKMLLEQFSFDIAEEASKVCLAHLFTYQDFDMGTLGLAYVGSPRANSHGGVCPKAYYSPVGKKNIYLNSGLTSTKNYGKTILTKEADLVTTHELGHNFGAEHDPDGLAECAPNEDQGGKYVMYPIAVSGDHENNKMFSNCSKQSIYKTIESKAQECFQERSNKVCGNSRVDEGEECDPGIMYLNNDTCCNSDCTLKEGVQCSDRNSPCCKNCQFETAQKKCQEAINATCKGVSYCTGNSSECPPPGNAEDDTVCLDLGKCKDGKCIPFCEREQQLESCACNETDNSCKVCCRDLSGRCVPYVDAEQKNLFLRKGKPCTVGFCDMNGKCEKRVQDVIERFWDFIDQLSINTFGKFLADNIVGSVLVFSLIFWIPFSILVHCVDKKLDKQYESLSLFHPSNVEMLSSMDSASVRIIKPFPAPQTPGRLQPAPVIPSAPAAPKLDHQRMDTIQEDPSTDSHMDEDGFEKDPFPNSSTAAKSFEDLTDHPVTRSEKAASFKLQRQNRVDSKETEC
ssDAF-12 act: S. stercoralis DAF-12 nuclear receptor activators, primary screen, cell-based, luminescence, HEK293, GRIP1 co-expression, lit1-tk-luc; Nuclear hormone receptor DAF-12 (Strongyloides stercoralis); HEK293 ssDAF-12/GRIP1 lit1-tk-luc reporter; % of 3 µM dafachronic acid response; activation, % at 6.8 µM; 370,000 tested, 1% active; AID 652126, 2013;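 active means activation above the mean over all tested compounds plus 3 SD, cut at about 0.9% in these data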;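 further: 0% = DMSO-only wells and 100% = 3 µM delta7-dafachronic acid wells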
sPLA2-III inh: human group III sPLA2 inhibitors, primary screen, biochemical, QFRET, BODIPY PC-A2 liposome substrate. Group 3 secretory phospholipase A2 (Homo sapiens), Q9NZ20. QFRET BODIPY PC-A2 liposome hydrolysis, fluorescence. inhibition, % at 12.2 µM. 370,000 tested, 0.56% active;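 active means inhibition above mean plus 3 SD of compounds lying within the high and low control bounds, cut at about 19% in these data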;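 further: 0% = median of test compound wells and 100% = no enzyme DMSO wells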
Target sequence (Q9NZ20 whole entry, looked up): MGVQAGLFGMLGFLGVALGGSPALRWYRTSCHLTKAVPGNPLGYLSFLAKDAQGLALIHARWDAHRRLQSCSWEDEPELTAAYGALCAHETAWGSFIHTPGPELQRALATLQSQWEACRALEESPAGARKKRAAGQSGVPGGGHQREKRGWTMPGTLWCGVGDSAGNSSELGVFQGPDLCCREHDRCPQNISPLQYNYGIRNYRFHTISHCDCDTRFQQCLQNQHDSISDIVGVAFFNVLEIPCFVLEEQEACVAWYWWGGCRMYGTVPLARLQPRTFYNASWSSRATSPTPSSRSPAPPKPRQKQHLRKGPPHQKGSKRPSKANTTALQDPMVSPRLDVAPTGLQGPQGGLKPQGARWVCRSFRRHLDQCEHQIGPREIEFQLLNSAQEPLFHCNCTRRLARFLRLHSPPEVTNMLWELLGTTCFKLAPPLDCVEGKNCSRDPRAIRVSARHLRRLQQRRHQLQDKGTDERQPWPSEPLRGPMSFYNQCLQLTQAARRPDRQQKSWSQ
PLC-beta3 inh: human PLC-beta3 inhibitors, primary screen, biochemical, fluorescence; 1-phosphatidylinositol 4,5-bisphosphate phosphodiesterase beta-3 (Homo sapiens), Q01970; Purified PLC-beta3, fluorogenic substrate; inhibition, % at 12.2 µM; 370,000 tested, 0.18% active; in the data active means inhibition above about 11%;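 further: 0% = median of compound wells on plate and 100% = full blocker control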
* hit, by the source's call; i = inactive; . = no result given.

SMILES | ADAM10 inh | hcDAF12 agonist | PLCg1 inh | FXN GAA850 act | DAX1 inh-1 | DAX1 inh-2 | hgDAF12 agonist | ADAM17 inh | ssDAF-12 act | sPLA2-III inh | PLC-beta3 inh
NC(=O)c1cc([N+](=O)[O-])ccc1NCCc1ccccc1 | 6 | -1.1 | 9 | 5.6 | -0.1 | 0.7 | -1.6 | 3 | -1.1 | 4 | 0
COC(=O)[C@]12CCCCC=C1N(Cc1ccc(OC)cc1)C(=O)[C@@H]2CC(=O)NCCCN1CCCC1=O | 0 | -0.4 | 0 | . | -1.4 | . | -0.5 | -4 | -0.7 | -7 | -3
C=C(C)CN(CC)C(=O)CSc1nc(O)cc(=O)n1C1CCCC1 | 2 | -0.7 | 3 | -0.8 | 0.7 | 1.3 | 0.1 | 3 | -1.4 | -7 | -5
Cc1ccc(C)c(OCC(=O)NNC(=O)CSC(=S)N2CCCC2)c1 | -3 | -0.8 | -2 | -0.7 | -0.2 | -0.4 | 0.3 | 3 | -1.0 | -8 | -6
COc1cccc(-c2nc(N3CCCC3)c3ccccc3n2)c1O | -4 | 3.8 | 1 | 1.9 | -0.1 | 0.7 | -5.0 | -4 | -0.6 | 2 | -4
COc1ccc(C2OC(CCc3ccccc3)CC3=C2C(=O)OC(C)(C)O3)cc1 (stereo not given) | 6 | 0.9 | 2 | . | -1.8 | . | 1.8 | 8.7* | -1.5 | 6 | 4
Clc1ccccc1-c1nn2c(Cn3cnc4ccccc43)nnc2s1 | -1 | -0.8 | -2 | -0.8 | -0.6 | 0.3 | -2.2 | 0 | -1.9 | -2 | 0
Cc1ccc(Cl)cc1N1CCN(C(=O)Cc2csc(Nc3nc(=S)[nH]c4ccccc34)n2)CC1 | 2 | 2.8 | -4 | 0.1 | 0.5 | 0.1 | 2.6 | -2 | 0.3 | 0 | -12
COc1ccc(CNc2cc(C)nc3ccc(OC)cc23)cc1 | -19 | -3.6 | -24 | -3.2 | 0.3 | -0.9 | -1.2 | -7 | -1.5 | -3 | -44
CCN(CC)c1ccc(/C=C(\C#N)C(=O)c2ccc(Br)cc2)cc1 | 2 | 1.1 | -15 | 2.2 | -0.5 | -0.3 | 2.4 | 2 | -0.8 | -16 | -17
COc1ccc(S(=O)(=O)NCC(c2ccc3c(c2)OCO3)N2CCOCC2)cc1 (stereo not given) | -10 | -1.9 | 3 | 0.4 | -1.0 | 0.2 | -0.7 | -4 | -1.1 | 6 | 0
O=C(Nc1ccc(Cl)cc1)N1CCC(c2nc(-c3cccs3)no2)CC1 | 10 | 0.4 | -2 | 2.2 | 0.7 | -0.1 | 0.3 | 2 | -1.6 | -7 | 1
CC(SCc1ccccc1)C(=O)Nc1ccccc1F (stereo not given) | 6 | -0.6 | 1 | . | -0.1 | -2.6 | 0.1 | -2 | -0.6 | 4 | -4
O=C(CCN1C(=O)CSc2ccccc21)Nc1cccc(C(F)(F)F)c1 | 0 | -0.8 | 0 | 2.0 | -1.7 | -0.9 | 1.0 | -3 | -1.4 | -4 | -3
CN(C(=O)Cn1cc(C(F)(F)F)ccc1=O)c1c(N)n(Cc2ccccc2)c(=O)[nH]c1=O | -7 | -2.6 | 0 | 0.2 | -0.2 | 2.2 | 0.7 | -4 | -1.0 | 1 | -8
Cc1cc(C(=O)CC#N)c(C)n1CC(F)(F)F | -2 | -1.0 | -5 | -0.6 | -0.1 | 1.7 | -1.4 | -6 | -1.0 | 8 | -6
CC1CN(C(=O)N2c3ccccc3Sc3ccccc32)CC(C)O1 (stereo not given) | 4 | -2.4 | 1 | 2.5 | -0.5 | 0.2 | -3.1 | 1 | -1.7 | -2 | 2
O=C(NCc1ccco1)c1c(F)c(F)c(F)c(C(=O)NCc2ccco2)c1F | 9 | -0.2 | 5 | -0.9 | 0.4 | -1.0 | 6.1 | -1 | -1.4 | -6 | -7
Cc1nn(CC#N)c(=O)n1-c1ccc(Cl)cc1 | 4 | -0.9 | 2 | 0.7 | 0.6 | 0.3 | 0.4 | -7 | -1.6 | 3 | -4
Cc1ccc(NC(=O)c2cc(S(=O)(=O)N(C)C)ccc2N2CCCC2)cc1S(=O)(=O)N(C)C | -33 | -1.3 | -22 | 0.6 | 2.0 | 0.9 | -2.3 | -10 | -0.8 | -7 | -27
CCOC(=O)C1CCCN(C2CC(=O)N(c3cccc(C(F)(F)F)c3)C2=O)C1 (stereo not given) | -1 | 0.5 | 0 | -0.5 | -0.1 | -1.5 | -1.4 | -2 | -1.1 | 1 | 0
C=CCn1c(NCc2ccc(OC)cc2O)nc2ccccc21 | 6 | 0.2 | 0 | 3.1 | 0.3 | -0.1 | 2.6 | 0 | -1.0 | -8 | -1
Cc1ccc(S(=O)(=O)N2CCN(S(=O)(=O)N3CCCCCC3)CC2)cc1 | 6 | -0.9 | -2 | 1.9 | 0.1 | -0.6 | 0.6 | -2 | -2.0 | -3 | 0
N#CCC(=O)Nc1ccc(C(=O)Nc2cccc(S(N)(=O)=O)c2)cc1 | -11 | 0.1 | -6 | 1.8 | -0.7 | 0.8 | -1.8 | -7 | 0.0 | -73 | -21
COc1ccc(C(=O)N/N=C/C(Br)=C/c2ccccc2)cc1 | 4 | 0.3 | 1 | 1.7 | 0.2 | 0.2 | 0.0 | 0 | -1.3 | -3 | 5
SMILES | ADAM10 inh | hcDAF12 agonist | PLCg1 inh | FXN GAA850 act | DAX1 inh-1 | DAX1 inh-2 | hgDAF12 agonist | ADAM17 inh | ssDAF-12 act | sPLA2-III inh | PLC-beta3 inh
CCSc1ccccc1C(=O)Nc1cc(C)on1 | 6 | 1.6 | 3 | 1.9 | -0.2 | -0.3 | -0.2 | -1 | -0.8 | 0 | 4
CCN(C(=O)C1CCCN(c2ncnc3c2nc2n3CCCCC2)C1)c1cccc(Cl)c1 (stereo not given) | 2 | -2.9 | -2 | -3.4 | -0.8 | -0.8 | -2.8 | 0 | -1.3 | -9 | -4
COc1ccc(NC(=O)CSc2nnc(-c3ccncc3)n2C)cc1 | 4 | -2.0 | -2 | 1.0 | 0.1 | -0.4 | 0.3 | -1 | -1.7 | 0 | 1
O=C(c1ccc(S(=O)(=O)N2CCCC2)cc1)N(Cc1ccco1)C1CCS(=O)(=O)C1 (stereo not given) | 5 | -2.3 | 3 | 1.4 | -0.7 | -0.1 | 1.6 | -5 | -1.3 | -4 | -6
CSc1ccc(C(=O)N2CCC(n3nccc3NC(=O)C3CC3)CC2)cc1 | 3 | -0.3 | 2 | 4.5 | -0.3 | 1.4 | 3.1 | -2 | -0.1 | -3 | -3
Cc1cc(Nc2cccc(Cl)c2C)n2ncnc2n1 | 1 | -2.7 | 1 | -1.8 | -0.7 | 1.3 | 4.8 | -2 | -0.3 | -1 | 1
Cc1cccc(C)c1NC(=O)CS(=O)CC(=O)NC1CCN(Cc2ccccc2)CC1 (stereo not given) | 8 | -1.8 | 4 | -1.4 | -0.8 | -0.5 | -1.1 | -2 | -1.0 | 0 | 9
Cc1ccc(-c2nc(NC(=O)CSc3nnc(C)s3)ns2)cc1 | -17 | -0.9 | -18 | 3.0 | 1.2 | 0.3 | 3.0 | -4 | -1.0 | -12 | -22
COc1ccc(Cn2c(=O)oc3ccccc32)cc1F | 6 | -0.7 | 6 | 2.4 | 0.0 | 0.2 | 0.3 | -1 | -1.0 | 7 | 1
COc1cc(NC(C)CCCN)c2ncccc2c1Oc1ccccc1 (stereo not given) | -9 | -3.5 | -21 | 3.0 | -1.1 | -1.5 | -0.2 | -4 | -1.4 | 10 | -26
CCc1cccc(NC2c3ccccc3C(=O)N2c2ccc(C)cn2)c1 (stereo not given) | 1 | 4.1 | 0 | 1.1 | 3.3 | 1.8 | 12* | 7 | -0.3 | -6 | 1
COC(=O)c1ccccc1S(=O)(=O)N(CCCO)Cc1cc2c(C)ccc(C)c2[nH]c1=O | -27 | -1.0 | -2 | -0.2 | -0.7 | 0.5 | 1.3 | -8 | -1.3 | -5 | -11
CNC(=O)c1ccc(Nc2nc(-c3ccccc3)nc3ccccc23)cc1 | -115 | 0.2 | -447 | -0.5 | -0.8 | -0.1 | -2.8 | -37 | -1.4 | -5 | i
COc1cccc(C(O)c2ncc(-c3ccc(C(F)(F)F)cc3)[nH]2)c1 (stereo not given) | 2 | 2.1 | 0 | 1.1 | -0.5 | . | 4.8 | 1 | -1.0 | -16 | 1
COC(=O)[C@]12C[C@H](CC(=O)NCc3cccc4ccccc34)C(=O)N(CCC3=CCCCC3)C1=C[C@H](C1CCCC1)O[C@@H]2C | 2 | 1.8 | -1 | . | -1.4 | . | 1.7 | 0 | -0.9 | -18 | 0
COc1ccc(-c2ccc(SCC(=O)NCc3ccco3)nn2)cc1 | -15 | 4.0 | -14 | 3.1 | 0.5 | 0.2 | 6.5 | -9 | -1.1 | -2 | -16
CCOC(=O)c1c(C2CC2)csc1NC(=O)COC(=O)c1cnc(Cl)c(Cl)c1 | -3 | 4.2 | 0 | 0.0 | -0.4 | -0.1 | -0.1 | -3 | -1.4 | 5 | -7
O=C(COc1ccc(Cl)cc1)NCCCNC(=O)c1ccccn1 | 4 | -3.0 | -2 | 1.6 | 0.1 | -1.5 | -1.6 | 0 | -0.9 | 7 | -3
O=C(CC12CC3CC(CC(C3)C1)C2)NCO | -2 | -0.1 | 1 | 2.6 | -0.2 | 1.0 | 1.2 | -2 | -1.1 | 2 | 2
O=C(OCc1cn(Cc2cc(F)ccc2F)nn1)N1CCOCC1 | -4 | 2.9 | 0 | . | -0.9 | . | -2.6 | -4 | -0.5 | -1 | 1
CCOC(=O)c1csc(COc2ccccc2Cl)n1 | -9 | -0.3 | 1 | -1.3 | 0.3 | -1.3 | -0.4 | -5 | -1.8 | -2 | -5
O=C(NC(=S)Nc1ccc(N2CCCCC2)cc1)c1cccs1 | 7 | 2.5 | 4 | 6.5 | 1.8 | 1.6 | 12* | 6 | -0.3 | 9 | -3
COC(=O)c1ccc2c(=O)[nH]c(COC(=O)c3cccc(S(=O)(=O)N4CCOCC4)c3)nc2c1 | -12 | -2.0 | -7 | -1.2 | -1.2 | 0.3 | 1.0 | -4 | 0.0 | 9 | -6
